Growth percent in the NCI-60 one-dose screen (48 h, 10 µM unless noted): 100 = growth as untreated, 0 = no growth, -100 = all killed.
HL-60(TB) = HL-60(TB) leukemia cells. 78,000 compounds, 9% hits. AID 1794776; active = growth percent below 10
Active calls of the source: *; & = joins results of further samples; [ ] = dose if it differs, or a comment. These rows are one share of the data; the hit share may differ from the screen's.

nr	canonical_smiles	HL-60(TB)
1	COc1cc(C2=NN(C=O)C(c3cn(Cc4ccc(Cl)cc4)c4ccccc34)C2)cc(OC)c1OC (stereo not drawn)	84
2	Cc1c(C(=O)/C=C/c2ccc(N(C)C)cc2)nnn1-c1ccc(C(=O)O)cc1	83
3	COC(=O)C1(C)CCC[C@]2(C)[C@H]3C[C@H]4C(C(C)C)=C[C@]3(CC[C@@H]12)[C@H]1[C@@H]4[C@@H](OC(=O)c2ccco2)CC[C@@H]1OC(=O)c1ccco1 (stereo partly drawn)	92
4	O=C1OCC2=C1C(c1cccc([N+](=O)[O-])c1)CC(=O)N2c1ccc(F)cc1 (stereo not drawn)	94
5	COc1cc(CC(C(=O)OC(C)(C)C)C(=O)OC(C)(C)C)cc(OC)c1OC	93
6	CCCc1nc2ccccc2c(=O)n1Cc1nnc(C)o1	109
7	Cn1cc(-c2cc3c(Nc4ccc(CC(=O)Nc5cc(C(C)(C)C)on5)cc4)ncnc3[nH]2)cn1	-21*
8	O=C(Nc1cccc(-n2cc(-c3ccncc3)c(-c3ccc(O)c(Cl)c3)n2)c1)Nc1ccc(Cl)c(Cl)c1	-13*
9	c1ccc(-c2cc(-c3nnc(SCCN4CCOCC4)o3)c3ccccc3n2)cc1	78
10	CC1CC(c2ccccc2)(c2ccccc2)CN1C (stereo not drawn)	109
11	CCc1cn(O)c(C)cc1=N	91
12	COC(=O)C(Cc1ccccc1)n1cc(COc2nc(Cl)nc(Nc3ccc(Cl)cc3)n2)nn1 (stereo not drawn)	72

Further structures follow.
nr	canonical_smiles	HL-60(TB)
13	C=CC1=CC2C(O)c3ccccc3N3C(=O)COC23C(OC)=C1 (stereo not drawn)	90
14	OC12C[C@@H](C3CO[C@@H]1O3)n1c(nc3ccccc31)N2	104
15	COc1ccc2oc(=O)cc(Cc3cn4ccc(C)cc4nc3=O)c2c1	88
16	CCCCn1c(=O)c(-c2cc(-c3ccccc3)nc(-c3ccccc3)c2)cc2cc(C)ccc21	100
17	O=C1/C(=C/c2ccc(C(F)(F)F)cc2)COc2ccc(O)cc21	-36*
18	CC(=O)c1ccc(N2CN(c3ccc(Cl)cc3)CC3=C2CC(C)(C)CC3=O)cc1	57
19	N=C(N)c1ccc(C(=O)Nc2ccc(Cl)cc2)cc1	83
20	Cn1c(=O)[nH]c2c(c(C(=O)O)nn2C)c1=O	96
21	O=C(CCc1nnc(-c2cccnc2)o1)c1nc2ccccc2[nH]1	95
22	CC(C)Cc1ccc(CC(=O)O)cc1	101
23	CC(=O)Nc1cc([N+](=O)[O-])ccc1C(=O)O	90
24	COC1=CC(=O)c2c(O)c3c(c(O)c2C1=O)CC(C)(O)OC3 (stereo not drawn)	-57*

Ordered by length of the SMILES (largest number first): four of the compounds above.
nr	canonical_smiles	HL-60(TB)
16	CCCCn1c(=O)c(-c2cc(-c3ccccc3)nc(-c3ccccc3)c2)cc2cc(C)ccc21	100
14	OC12C[C@@H](C3CO[C@@H]1O3)n1c(nc3ccccc31)N2	104
15	COc1ccc2oc(=O)cc(Cc3cn4ccc(C)cc4nc3=O)c2c1	88
23	CC(=O)Nc1cc([N+](=O)[O-])ccc1C(=O)O	90

The results go on:
nr	canonical_smiles	HL-60(TB)
25	CCCc1cc(=O)n2c(C(=O)Nc3ccccc3OC)c(C(=O)Nc3ccc(F)cc3)sc2n1	47[30 µM]
26	O=c1c2ccccc2[nH]c(=S)n1-c1cccc(C(F)(F)F)c1	99
27	CC(CCCC(=O)O)c1ccoc1 (stereo not drawn)	98
28	CCOc1ccc(N2C(=O)C3C4c5ccccc5C(c5ccccc54)C3C2=O)cc1 (stereo not drawn)	85
29	CCCCCCOCCNc1ccnc(N)n1	128
30	CC1(C)N=C(N)N=C(N)N1c1ccc(CCCCc2ccccc2)c(Cl)c1	-25*
31	C/C(=C(/C)C1CC1CCN(C(=O)c1ccc([N+](=O)[O-])cc1)S(=O)(=O)c1ccc(C)cc1)C1CCCC1 (stereo not drawn)	117
32	CC(C)(C)NC(=O)OCCN1CC1	140
33	CN1CCN(CCNc2nc(-c3cccc(NS(=O)(=O)c4cccc5c(N(C)C)cccc45)c3)cs2)CC1	45
34	N#CCCN1CCN(CCC#N)CC1	104
35	CC1(C)CC[C@]2(C(=O)OC(=O)[C@]34CCC(C)(C)C[C@@H]3C3=CC[C@@H]5[C@@]6(C)CCCNC(C)(C)[C@@H]6CC[C@@]5(C)[C@]3(C)CC4)CC[C@]3(C)C(=CC[C@@H]4[C@@]5(C)CCCNC(C)(C)[C@@H]5CC[C@]43C)[C@H]2C1	98
36	Clc1ccc(Cn2c(-c3cccs3)nc3ccccc32)c(Cl)c1	90

Remaining list, next part
nr	canonical_smiles	HL-60(TB)
37	COc1cc2c3c(n(C4CCOCC4)c(=O)c2cc1OC)-c1cc2c(cc1C3=O)OCO2	98
38	O=C(Nc1ncc(Cc2ccccc2Cl)s1)C1=NCCCCN1	100
39	O=S(=O)(N=C1C=CC(=NS(=O)(=O)c2ccccc2)C=C1)c1ccccc1	121
40	C#CCN1CCOCC1	94
41	COc1ccc(C(=O)CSc2nc(-c3cc4ccccc4o3)cc(-c3ccc(Cl)cc3)c2C#N)cc1	97
42	CC[C@]12C=CCN3CC[C@@]4(c5ccc(OC)cc5N(C)[C@H]4[C@@](O)(C(=O)OC)[C@@H]1O)[C@@H]32	119
43	CN(C)CCCC1(c2ccc(F)cc2)OCc2cc(-c3cccc4[nH]ccc34)ccc21 (stereo not drawn)	32
44	O=S(=O)(O)c1ccc(N=Nc2cc(S(=O)(=O)O)c3ccccc3c2O)c2ccccc12	103
45	Oc1ccc2ccc3[nH]cnc3c2c1	85
46	NC(Cc1c[nH]c2ccccc12)C(=O)O (stereo not drawn)	109&108
47	COc1cc(C2Cc3ncccc3-c3[nH]c(=O)c4cccnc4c32)cc(OC)c1OC (stereo not drawn)	-2.1*
48	Nc1c(C(=O)Nc2ccccc2)sc2nc3c(cc12)CN(CCc1ccccc1)CC3	102

New compounds follow.
nr	canonical_smiles	HL-60(TB)
49	Cn1cc(-c2nc(-c3ccsc3)cs2)c2cc(Br)ccc21	101
50	CC(C)C[C@H](C(=O)O)N1CC=CCN(OCc2ccccc2)S1(=O)=O	141
51	O=C(CNC(=O)NCC1CCCCC1)NC1NC2CCCCC2N1 (stereo not drawn)	100
52	CNC(=O)c1cc(Oc2ccc3nc(NC(=O)c4ccc(CN5CCN(C)CC5)c(C(F)(F)F)c4)sc3c2)ccn1	11
53	CCOC(=O)c1c(Nc2ccccc2)nn2c(-c3ccccc3)ccnc12	81
54	O=C(N/N=C\c1ccccc1Cl)c1ccncc1	74
55	NC1=CSC2=N/C(=C\c3ccc(Cl)cc3)C(=O)N12	40
56	O=C(c1cc(-c2ccccc2)nc2ccccc12)N1N=C(c2ccccc2)CC1c1cc(-c2ccccc2)nn1-c1ccccc1 (stereo not drawn)	84
57	CCOC(=O)/C=C(\CC(=O)OCC)C(=O)OCC	80
58	CC1=CC(=C2C=C(C)C(=O)C(C)=C2)C=C(C)C1=O	67
59	O=C1NC(=O)C(=Cc2cc(-c3ccc(Br)cc3)n(-c3ccccc3)n2)C(=O)N1	96
60	Cc1ccc(C(=O)c2sc(S)c(-c3nc4ccccc4s3)c2N)cc1	101

(list continues)
nr	canonical_smiles	HL-60(TB)
61	CC(C)Cc1ccc(-c2ccn(C(=O)C(C)c3ccc(NS(C)(=O)=O)cc3)n2)cc1 (stereo not drawn)	104
62	CC1=C(C(=O)Nc2ccccn2)C(c2cn(-c3ccccc3)nc2-c2ccc(Cl)cc2)C(C(=O)Nc2ccccn2)=C(C)N1	96
63	Cc1ccc(NC(=O)c2ccccc2)c(NC(=O)c2ccccc2)c1	94
64	CCOC(=O)C1=NN(c2ccccc2)C(=O)/C1=C\N1CC(=O)NC1=S	104
65	CC1(C)CC[C@]2(C(=O)O)CC[C@]3(C)C(=CCC4[C@@]5(C)C[C@@H](O)[C@@H]6OC(c7ccccn7)OC[C@@]6(C)C5CC[C@]43C)C2C1 (stereo partly drawn)	48
66	[B-][N+](CC)(CC)c1ccccc1	46
67	Cc1c(C(=O)OCCN2CCN(C)CC2)cc(-c2ccc(Cl)cc2)n1-c1ccccc1	76
68	S=C1c2ccccc2SC2c3cccn3CCN12 (stereo not drawn)	85
69	COc1cc(N)c2ncccc2c1Cl	86
70	CN[C@]1(c2ccccc2Cl)CCCC[C@H]1NCCCc1ccccc1	102
71	N#C/C(=C\c1ccc(-c2ccc(F)cc2)o1)C(=O)Nc1ncc(Cc2ccc(Cl)cc2)s1	100
72	O=C1CCC(c2ccc3ccccc3c2)O1 (stereo not drawn)	100

The list goes on:
nr	canonical_smiles	HL-60(TB)
73	O=C(CSc1nnc(-c2cc(Cl)cc(Cl)c2Cl)o1)c1ccc(Cl)cc1	39
74	O=c1[nH]c2sc3c(c2c2nnnn12)CCCC3	88
75	Clc1ccc2sc3ncc(-c4ccc(Br)cc4)n3c2c1	106
76	CC(C)[C@@H]1NC(=O)CNC(=O)[C@H](C)NC(=O)[C@H](Cc2ccc(O)cc2)NC(=O)[C@H](CCCCN)NC1=O	98
77	CCCNc1ccncc1CO	85
78	O=[N+]([O-])c1ccc(NN=C(c2ccccc2)c2ccccc2)nc1	92
79	CCOC(=O)c1c(NC(=O)c2ccc(C(C)(C)C)cc2)sc2cc(OCCN3CCCCC3)ccc12	27
80	Cc1[nH]c(C(=O)Nc2ccc(C(=O)NC(C)C(=O)O)cc2OC(C)C)c(Cl)c1Cl (stereo not drawn)	100
81	COC(=O)NN1CC(O)=C(c2nc(-c3ccc(F)cc3)cs2)C1=N	96
82	CC(=O)O[C@H](C[C@H](C(C)C)N(C)C(=O)[C@@H](NC(=O)[C@H]1CCCCN1C)C(C)C)c1nc(C(=O)NC2CCC(C(=O)O)CC2)cs1 (stereo partly drawn)	-22*
83	CN(C)CCSc1nnc(-c2cc(-c3ccccc3)nc3ccccc23)n1-c1ccccc1	76
84	CCOC(=O)c1c(-c2ccccc2)c(Cc2ccccc2)n(CCCCCCO)c1C	107

(cont.)
nr	canonical_smiles	HL-60(TB)
85	O=c1c(Br)ccc(Br)cc1Br	-59*
86	CS(=O)(=O)c1ccc(-c2ccc3ncc(C#N)c(Nc4ccc(F)c(Cl)c4)c3c2)cc1	103
87	CCCC(=O)NC(C)C(=O)Nc1ccccc1C(=O)OCC (stereo not drawn)	112
88	CCC(=O)C12CCCC1=NC(=N)N=C2C1=NC(=N)N=C2CCCC21C(=O)CC (stereo not drawn)	95
89	CCCCCCCCCCCCCCCC(=O)OC[C@H](CSC[C@H](NC(C)=O)C(=O)N[C@@H](CO)C(=O)OC)OC(=O)CCCCCCCCCCCCCCC	83
90	Cc1nc2sc3c(c2c(C)c1Br)NC(c1ccccc1O)NC3=O (stereo not drawn)	89
91	Cc1cccc2c1nc(-c1c(F)cc(C(=O)O)cc1F)n2Cc1c(F)cccc1F	114
92	N=C(N)NCCC[C@H](NC(=O)[C@@H](CCCNC(=N)N)NC(=O)[C@H](CCCNC(=N)N)NC(=O)c1ccc(-c2ccc(NC(=O)CCNC(=O)[C@H](CCCNC(=N)N)NC(=O)[C@@H](CCCNC(=N)N)NC(=O)[C@H](CCCNC(=N)N)NC(=O)c3ccc(-c4ccc(NC(=O)CCNC(=O)[C@H](CCCNC(=N)N)NC(=O)[C@@H](CCCNC(=N)N)NC(=O)[C@H](CCCNC(=N)N)NC(=O)c5ccc(-c6ccc(NC(=O)CCN)cn6)nc5)cn4)nc3)cn2)nc1)C(=O)O	102
93	Brc1cnc2[nH]cc(-c3csc(-c4c[nH]c5ncccc45)n3)c2c1	87
94	COc1cc2c(cc1OC)C13CCN4CC5=CCOC6CC(=O)N2C1C6C5CC43 (stereo not drawn)	80&127
95	Cc1[nH]c(C2CC(c3cccs3)=NN2c2ccccc2)c(C)c1C(=O)O (stereo not drawn)	93
96	CCCC(=O)NC1=C(N2CC2)C(=O)C(NC(=O)CCC)=C(N2CC2)C1=O	74

(more compounds)
nr	canonical_smiles	HL-60(TB)
97	CC(C)(C)SCC(=O)O	98
98	NC(=O)C1C2CCC(C2)C1C(N)=O (stereo not drawn)	92
99	Cc1csc(-c2nnc(Nc3ccc(Oc4ncccc4-c4ccnc(N)n4)cc3)c3ccccc23)c1	13
100	CC(C)(C)c1cc(Cc2cc(C(C)(C)C)c(O)c(C(C)(C)C)c2)cc(C(C)(C)C)c1O	48
101	O=c1cc(-c2ccccc2)oc2ccccc12	103
102	COc1cc(OC)cc(C2(C#N)CCN(C)CC2)c1	94
103	NC(CC(=O)NO)C(=O)O (stereo not drawn)	106
104	CON1CCC[C@]2(C)[C@H]3CC[C@@H]4[C@H]5[C@H]([C@@H](C)O)CC[C@]5(CO)CC[C@@]4(C)[C@]3(C)CC[C@H]2C1(C)C	83
105	CC(C)[C@H](NC(=O)c1cn(CCC2CCCCC2)c2ccccc12)C(N)=O	79
106	CCOC(=O)c1sc2ncc(-c3ccc(Br)cc3)n2c1C	81
107	CC(=O)Nc1cccc(Cn2c(=O)[nH]c3ccc(Oc4ncccn4)cc3c2=O)c1	102
108	CCCCOc1nc2ccccc2cc1C1CNC(=O)c2ccccc2N1 (stereo not drawn)	-8.7*

(listing goes on)
nr	canonical_smiles	HL-60(TB)
109	S=c1c2ncccc2c(-c2ccccn2)nn1Cc1ccccn1	72
110	Nc1cc(N)nc(SCC(=O)N2CCN(c3cc4c(cc3F)c(=O)c(C(=O)O)cn4C3CC3)CC2)n1	105
111	COc1cccc(C2C(C#N)=C(N)Oc3cc(OCCCCCC[P+](c4ccccc4)(c4ccccc4)c4ccccc4)ccc32)c1 (stereo not drawn)	-40*
112	O=c1cc(S(=O)(=O)Cc2ccccc2)[nH]c(=O)[nH]1	98
113	CC(C)(C)c1cc(C(C)(C)C)cc(S(=O)(=O)N2CCC[C@H]2C(=O)NCCN)c1	79
114	COc1cc(O)c(C(C)=O)c(OC)c1	104
115	CCc1nn2c(-c3ccc(Cl)cc3)c(-c3cc(OC)c(OC)c(OC)c3)nc2s1	65
116	CSc1n(Cc2ccc3ccccc3c2)c(C)c[n+]1Cc1ccc2ccccc2c1	-45*

An excerpt of these results, with each value named:
(115) CCc1nn2c(-c3ccc(Cl)cc3)c(-c3cc(OC)c(OC)c(OC)c3)nc2s1
  HL-60(TB): 65

(110) Nc1cc(N)nc(SCC(=O)N2CCN(c3cc4c(cc3F)c(=O)c(C(=O)O)cn4C3CC3)CC2)n1
  HL-60(TB): 105

(116) CSc1n(Cc2ccc3ccccc3c2)c(C)c[n+]1Cc1ccc2ccccc2c1
  HL-60(TB): -45*

High-throughput results: PubChem BioAssay, NCI
